Compound activity as filed in PubChem.
Giardia kill – Small Molecules that selectively kill Giardia lamblia: qHTS | 340,000 tested, 0.15% active | activity change, % at 7.66 µM, hits read low | Giardia lamblia trophozoite viability; in the data active = activity change below about -80%; inconclusive = between about -30% and that limit;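 also: parasites exposed to compound for two days anaerobically before the ATP read; % is scaled to controls: 0 for no effect and ±100 for the full control effect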
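Giardia lamblia trophozoites (100 cells/well) were incubated with compounds for 48 h at 37 deg C under anaerobic conditions. Viability was read as ATP content by one-step luminescence after 15-30 min at room temperature.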
TRPV1 ag – HTS Assay for Compounds that Act as Agonists of the Vanilloid Receptor 1. TRPV1-expressing cells, Fluo-8 calcium influx, agonist mode. 320,000 tested, 0.19% active. activation, % at 8.33 µM. Transient receptor potential cation channel subfamily V member 1 (Homo sapiens), Q8NER1; in the data active = activation above about 80%; inconclusive = between about 30% and that limit; also: 0% is about no effect
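Fluo-8 calcium influx in TRPV1-expressing cells, kinetic read (ex 480/em 520 nm). Compound added and read 3 min for agonist activity, followed by capsaicin at EC20 final and 2 min further read for enhancement.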
CXXC DNA block – qHTS Fluorescence Polarization Assay for Inhibitors of MLL CXXC domain - DNA interaction | Histone-lysine N-methyltransferase 2A (Homo sapiens), Q03164 | MLL-CXXC / FITC-HOXA9 DNA fluorescence polarization | Potency, µM (series often up to 115 µM), without a hit: at the top dose activity change, negative = inhibition, hits mostly inhibitors | 290,000 tested, 0.037% active | AID 2662, 2010; active = well fitted inhibition curve with a large enough effect in the polarisation, with a control signal flat, not every such curve was filed as active; inconclusive = small, poorly fitted or top-dose-only effect, or effect the other way, or a change in a side signal; inactive = no such curve, though single readings can be large or run the other way; the % refers to the polarisation; also: potency is read from the fitted curve at half-maximal effect
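Purified MLL-CXXC (added from a 7 uM solution) was preincubated 5 min at ambient with pinned compounds in 50 mM Tris-HCl pH 7.5, 50 mM NaCl, 1 mM DTT, 0.05% BSA. Fluorescein-labeled HOX-A9 DNA (50 nM solution) followed, 30 min, then polarization read.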
GALK inhibitor – qHTS Assay for Inhibitors of Human Galactokinase (GALK). P51570. Purified GALK, Kinase-Glo residual ATP luminescence. Potency, µM (titrated, usually from 57.5 µM), without a hit: at the highest dose activity change, negative = inhibition, usual class: inhibitors. 270,000 tested, 0.007% active; also: potency is read from the fitted curve at half-maximal effect; % is scaled to controls: 0 for no effect and ±100 for the full control effect
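5 nM enzyme, 35 uM ATP, 100 uM galactose, 20 mM HEPES pH8.0, 5 mM MgCl2; 1 h RT; residual ATP by Kinase-Glo Plus luminescence, qHTS format.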
FBPA coupling cs – qHTS Assay for Inhibitors of Fructose-1,6-bisphosphate Aldolase from Giardia Lamblia: Coupling assay counterscreen; coupling enzyme system counterscreen, AmpLite Red fluorescence; activity change, negative = inhibition, % at 58.2 µM, hits read low; 290,000 tested, 0.67% active; AID 2472, 2010; in the data active = activity change below about -30%; also: % is scaled to controls: 0 for no effect and ±100 for the full control effect
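Final compound at 57.5 uM, incubated 10 min at RT with coupling enzyme reagent (glyceraldehyde-3-phosphate), then 20 min with substrate and AmpLite Red detection. Fluorescence read at 525/598 nm; tests interference with the coupling assay, not aldolase inhibition.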
hERG WT inh – qHTS for Inhibitors of KCHN2 3.1: Wildtype qHTS | U2OS, BacMam KCNH2, thallium flux FluxOr; stronger effect = lower value | activity change, % at 1.84 µM | 340,000 tested, 0.37% active;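 active = maximum activity change below -70%; inconclusive = maximum activity change between -70% and -50%; inactive = maximum activity change above -50%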; also: % is scaled to controls: 0 for no effect and ±100 for the full control effect
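U2OS cells transduced with wild-type KCNH2 virus are loaded with FluxOr dye for 45 min, and thallium flux is measured in kinetic reads before and after stimulation buffer. Rate constants are normalized to DMSO controls.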
PKM2 activator – qHTS Assay for Activators of Human Muscle isoform 2 Pyruvate Kinase; Pyruvate kinase PKM (Homo sapiens), P14618; purified PKM2, Kinase-Glo ATP luminescence, activation; response scale: 0% is enzyme alone, no compound; Potency, µM (doses to about 57.5 µM), inactives show at the top dose activation, most hits filed as activators; 260,000 tested, 0.34% active; also: potency is read from the fitted curve at half-maximal effect; % is scaled to controls: 0 for no effect and ±100 for the full control effect; nearly all actives have a fitted effect of over 55% in size
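ATP formation by purified human PK-M2, quantified via coupled luciferase luminescence after 1 h at room temperature with 0.1 mM ADP and 0.5 mM PEP final.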
Menin MLL FP TR – qHTS Assay for Inhibitors Targeting the Menin-MLL Interaction in MLL Related Leukemias: Competition With Texas Red Labeled MLL-derived Mutant Peptide | O00255 | Menin + Texas Red MLL mutant peptide, fluorescence polarization | Potency, µM (top dose mostly 61.6 µM), inactives show at the highest dose FP activity change, negative = inhibition, usual class: inhibitors | 270,000 tested, 0.23% active | AID 1768, 2009; active = well fitted inhibition curve with a large enough effect in the polarisation, with a control signal flat, not every such curve was filed as active; inconclusive = small, poorly fitted or top-dose-only effect, or effect the other way, or a change in a side signal; inactive = no such curve, though single readings can be large or run the other way; the % refers to the polarisation; also: potency is read from the fitted curve at half-maximal effect; % of control where 0% means no effect; many of its hits are not listed in these tables
KCNH2 3.1 inh – qHTS for Inhibitors of KCHN2 3.1: Mutant qHTS; Potassium voltage-gated channel subfamily H member 2, brain isoform KCNH2 3.1 (human); U2OS KCNH2 3.1, thallium flux FluxOr; stronger effect = lower value; activity change, % (tested at about 1.8 µM); 340,000 tested, 0.95% active; AID 720553, 2013;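 active = maximum activity change below -70%; inconclusive = maximum activity change from -70% to -50%; inactive = maximum activity change above -50%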;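 also: thallium influx rate constant from kinetic fluorescence after stimulation buffer; % is scaled to controls: 0 for no effect and ±100 for the full control effect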
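We transduce U2OS cells with the mutant 3.1 virus, culture them overnight, load FluxOr with Red40 quencher for 45 min, then add stimulation buffer and read kinetically for 2 min to derive a normalized rate constant.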
USP2a inh – qHTS Assay for Inhibitors of Ubiquitin-specific Protease USP2a Using CHOP2 as the Reporter | Ubiquitin carboxyl-terminal hydrolase 2 (Homo sapiens), O75604 | USP2 core, Ub-CHOP2 coupled fluorogenic reporter, 485/531 | Potency, µM (series often up to 38.3 µM), for inactives: top-dose activity change, negative = inhibition, most hits filed as inhibitors | 330,000 tested, 0.01% active;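 also: potency is read from the fitted curve at half-maximal effect; plate controls were DMSO wells for no effect and full inhibition by NEM control for full effect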
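USP2 core (10nM final) preincubated 30min RT with compound in 20mM Tris-HCl pH 8.0, 2mM CaCl2, 2mM beta-mercaptoethanol, 0.05% CHAPS; 25nM Ub-CHOP2 plus 25nM reporter substrate added, fluorescence (Ex485/Em531) read after 60min.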
B2AR arrestin – qHTS assay of beta-arrestin-biased ligands of beta2-adrenergic receptor; Potency, µM (doses to about 46.1 µM), inactives show at the top dose activation, hits mostly activators; 330,000 tested, 0.02% active; beta-arrestin recruitment to beta2AR, cell-based reporter;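 also: potency is read from the fitted curve at half-maximal effect; 0% = DMSO controls and full agonism = EC100 isoproterenol or metaproterenol; nearly all actives have a fitted effect of over 65% in size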
Starred values were filed as active, the others as inactive; ? = inconclusive; . = not tested or not shown; & = joins results of further samples; [ ] = another dose, or the depositor's remark. Unless noted, calls follow the shape of the dose curve; as a rule, active = well fitted curve in the direction sought with a large enough effect; inconclusive = small, poorly fitted or top-dose-only effect, or another doubt; inactive = no such curve, though single readings can be large; an effect the other way counts as inactive or inconclusive.

| Structure | Giardia kill | TRPV1 ag | CXXC DNA block | GALK inhibitor | FBPA coupling cs | hERG WT inh | PKM2 activator | Menin MLL FP TR | KCNH2 3.1 inh | USP2a inh | B2AR arrestin |
| --- | --- | --- | --- | --- | --- | --- | --- | --- | --- | --- | --- |
| COc1ccccc1NC(=O)CNC(=O)c1ccccc1C | 4 | -10 | -4% | 0% | 1 | 2 | 3% | -5% | 3 | 8% | 0.2% |
| CS(=O)(=O)N(CC(=O)N/N=C/c1ccccn1)c1ccc(Oc2ccccc2)cc1 | -19 | 6 | -21% | -2% | 0 | -9 | 1% | 0% | -14 | 8% | 0.1% |
| CCOP(=O)(OCC)C(Nc1cccc([N+](=O)[O-])c1)c1ccc(OC)cc1 (stereo not given) | -6 | 10 | 1% | 6% | -1 | 0 | -5% | . | 2 | 1% | 0.3% |
| COc1ccc(C(CNC(=O)C(=O)Nc2ccc3c(c2)OCCO3)N2CCN(C)CC2)cc1 (stereo not given) | -4 | -6 | . | . | . | 16 | . | . | -1 | 2% | 0.1% |
| CCCN1C(=O)S/C(=C/c2ccc(N3CCOCC3)o2)C1=O | 12 | -9 | ? | -2% | -48* | 16 | 1µM* | . | -4 | ? | 5.4% |
| CCn1c(SCC(=O)NNC(=O)Cc2ccccc2)nnc1-c1ccccc1 | 22 | 0 | -8% | -1% | -2 | 0 | -4% | -8% | 5 | 2% | 0.0% |
| CC(c1ccccc1)n1c(-c2ccncc2)n[nH]c1=S (stereo not given) | 8 | 1 | 3% | 0% | -1 | 10 | -15% | 7% | 13 | 3% | -0.1% |
| CCNc1nc(NCC)n2c(SCC(=O)c3ccccc3F)nnc2n1 | -11 | -1 | 1% | 5% | 0 | -17 | 3% | 2% | -24 | 4% | 0.4% |
| Cc1[nH]c(C)c(S(=O)(=O)N2CCN(c3ccccc3)CC2)c1C(=O)N1CCCCC1 | -4 | 1 | 3% | 3% | . | 5 | . | . | 8 | -1% | 0.1% |
| COc1cccc(OCCCN2CCCCC2)c1 | 0 | 0 | 5% | 2% | -2 | 4 | 1% | 0% | 7 | 1% | -0.7% |
| Cc1ccc(CC(=O)Nc2cc(C)on2)cc1 | 8 | -2 | 8% | 1% | 3 | -11 | . | 3% | 2 | 0% | -0.1% |
| N=c1c2c(ncn1CCCO)Oc1c(ccc3ccccc13)C2c1ccccc1 (stereo not given) | 18 | 17 | 1% | -1% | 1 | -7 | 12% | . | -10 | -6% | -0.4% |

Whole records, looked up by structure.
Profile of COc1ccc(C(CNC(=O)C(=O)Nc2ccc3c(c2)OCCO3)N2CCN(C)CC2)cc1 (stereo not given) : Giardia kill = -4; TRPV1 ag = -6; CXXC DNA block = .; GALK inhibitor = .; FBPA coupling cs = .; hERG WT inh = 16; PKM2 activator = .; Menin MLL FP TR = .; KCNH2 3.1 inh = -1; USP2a inh = 2%; B2AR arrestin = 0.1%
Profile of CCCN1C(=O)S/C(=C/c2ccc(N3CCOCC3)o2)C1=O : Giardia kill = 12; TRPV1 ag = -9; CXXC DNA block = ?; GALK inhibitor = -2%; FBPA coupling cs = -48*; hERG WT inh = 16; PKM2 activator = 1µM*; Menin MLL FP TR = .; KCNH2 3.1 inh = -4; USP2a inh = ?; B2AR arrestin = 5.4%

Additional structures.
| Structure | Giardia kill | TRPV1 ag | CXXC DNA block | GALK inhibitor | FBPA coupling cs | hERG WT inh | PKM2 activator | Menin MLL FP TR | KCNH2 3.1 inh | USP2a inh | B2AR arrestin |
| --- | --- | --- | --- | --- | --- | --- | --- | --- | --- | --- | --- |
| Cc1[nH]c(=O)[nH]c(=O)c1/C=N/NC(=O)[C@H](C)NC(=O)OC(C)(C)C | -14 | . | -1% | -2% | 8 | -11 | -15% | . | 5 | -1% | -0.3% |
| Cc1ccc(-n2nnnc2SCc2ccc(C(=O)O)cc2)cc1C | 6 | 2 | -11% | -3% | 21 | . | . | 17% | 11 | -7% | -1.1% |
| Cn1ccnc1SCC(=O)c1cccc(C(F)(F)F)c1 | 0 | 1 | -4% | -2% | 3 | -5 | 1% | 9% | 1 | -2% | 0.1% |
| CC(=O)c1cccc(CN2CCN(CC=C(C)C)C(CCO)C2)c1 (stereo not given) | -10 | -2 | 1% | -1% | 1 | 9 | 0% | . | 18 | 3% | 3.5% |
| CNCc1ccccc1Sc1ccc(O)c(O)c1 | 7 | 1 | -6% | 2% | -40* | 5 | ? | 3% | -11 | 1% | 0.1% |
| COc1ccccc1C1CCN(c2cc(O)ccc2[N+](=O)[O-])CC1 | -18 | 7 | -5% | 1% | -1 | -2 | -4% | . | 0 | -7% | -0.2% |
| CCO[C@@H]1OC(C(=O)Nc2ccccc2)=C[C@H](c2ccc3c(c2)OCO3)[C@H]1CCCO | 3 | 10 | -23% | -1% | -1 | . | 2% | -16% | . | -1% | 0.2% |
| CCOC(=O)NNS(=O)(=O)c1cc(Br)ccc1Br | -4 | -1 | 18% | 7% | 2 | -3 | 4% | -23% | -2 | 3% | -0.2% |
| CC(C)(C)S(=O)(=O)c1c(C(=O)O)cccc1C(=O)O | -11 | -6 | 0% | 4% | 0 | -12 | 4% | 0% | -2 | 0% | 0.4% |
| Cc1n[nH]c(C)c1CCN(C)Cc1cn(C)nc1-c1ccc2c(c1)OCCO2 | 1 | -1 | 3% | 6% | 1 | 0 | -2% | -6% | 2 | 1% | 0.2% |
| COc1ccccc1N1CCN(C(=O)/C=C/c2cccc([N+](=O)[O-])c2)CC1 | -11 | . | -18% | 1% | -5 | -7 | -8% | . | 3 | 2% | -1.0% |
| Cc1cc(C)n(-c2nnc(NC(C)(C)C)nn2)n1 | -14 | 2 | 2% | . | -5 | 1 | -12% | 6% | -5 | 5% | -0.4% |
| COc1ccc(CCN2CC(C(=O)N3CCC(O)(c4ccccc4)CC3)CCC2=O)cc1 (stereo not given) | 40[activator] | 1 | 8% | 6% | . | -7 | -1% | . | -2 | -3% | 0.1% |
| CC(C)c1[nH]nc2c1C(Cc1ccccc1)C(C#N)=C(N)O2 (stereo not given) | -13 | -2 | -10% | 3% | 0 | 8 | -2% | -2% | -2 | 1% | 0.5% |
| NNC(=O)C(=O)Nc1ccc(Cl)c(Cl)c1 | 22 | 6 | 14% | 5% | 5 | 2 | -5% | . | -25 | 5% | -0.6% |
| O=[N+]([O-])c1ccc(Oc2ccc(OCc3ccccc3)cc2)nc1 | 6 | -3 | 16% | -2% | -5 | -8 | . | 5% | 3 | -8% | -0.1% |
| COc1ccc(NCC(=O)Nc2ccc(Br)cc2F)c(OC)c1 | -1 | 1 | -9% | . | -13 | 2 | -7% | . | -2 | 0% | 4.9% |
| COc1cc(C(=O)NCC2(c3ccccc3)CCCC2)cc(OC)c1OC | -10 | ? | 16% | -6% | 2 | -12 | 2%[11.5 µM] | 1% | 1 | 1% | -0.4% |
| O=C1Nc2ccccc2C(O)(C(=O)NCc2ccco2)N1c1ccc(Cl)cc1 (stereo not given) | 11 | 3 | 1% | 1% | 1 | -16 | -6% | -9% | -5 | 1% | -0.1% |
| Cc1cc(/C=N\NC(=O)c2cccs2)c(C)n1-c1ccc2ncccc2c1 | 18 | -7 | -15% | 3% | 1 | 4 | 1% | -7% | 0 | 1% | -0.9% |
| CC1=C(C#N)C(NC(=O)C2CC2)(C(F)(F)F)C(=O)N1 (stereo not given) | -1 | -4 | -4% | -3% | 3 | -24 | -9% | -11% | -20 | 0% | -0.6% |
| COC(=O)[C@@]1(Cc2ccccc2)[C@H]2c3cc(C(=O)N4CCCC4)n(CCSCCO)c3C[C@H]2CN1C(=O)c1ccccc1 | . | 3 | 8% | . | 1&1 | . | 2%&1% | -18%&-13% | . | -1% | -0.2% |
| Cn1ncc(Br)c1C(=O)NC1CCCCCC1 | 4 | -1 | 5% | 2% | . | -21 | . | . | 1 | 1% | -0.4% |

Only part of the results is shown. The share of hits here may be higher or lower than overall.
